# Pol iota inh: qHTS for Inhibitors of Polymerase Iota | DNA polymerase iota (Homo sapiens), Q9UNA4 | Pol iota fluorescent replication assay, 10 min | Potency, µM (highest dose often 115 µM), for inactives: at the highest dose activity, negative = inhibition, most hits filed as inhibitors | 390,000 compounds, 1% hits
#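 Fluorescent replication assay read twice, at 0 min and 10 min after adding 50 nM (final) substrate. Enzyme (10 nM) and compounds were first incubated 15 min at room temperature; enzyme-free buffer wells were negative controls.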
# BLM helicase inh: qHTS Assay for Inhibitors of Bloom's syndrome helicase (BLM); RecQ-like DNA helicase BLM (Homo sapiens), P54132; recombinant BLM DNA unwinding, fluorescence dequenching; Potency, µM (highest dose often 56.1 µM), for inactives: top-dose activity change, negative = inhibition, hits mostly inhibitors; 350,000 compounds, 0.2% hits;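 note: plate controls were vehicle for no effect and no enzyme for full effect; nearly all actives have a fitted effect of over 35% in size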
# HP1b binding inh: HTS for Inhibitors of HP1-beta Chromodomain Interactions with Methylated Histone Tails; Chromobox protein homolog 1 (Homo sapiens), P83916; Potency, µM (series often up to 114 µM), for the others: top-dose activity change, negative = inhibition, hits mostly inhibitors; 390,000 compounds, 0.56% hits; AID 540317, 2011; AlphaScreen HP1-beta / biotin-H3K9me3 peptide binding; note: nearly all actives have a fitted effect of over 70% in size; inactives centre near 23
# Target sequence (P83916 whole entry, looked up): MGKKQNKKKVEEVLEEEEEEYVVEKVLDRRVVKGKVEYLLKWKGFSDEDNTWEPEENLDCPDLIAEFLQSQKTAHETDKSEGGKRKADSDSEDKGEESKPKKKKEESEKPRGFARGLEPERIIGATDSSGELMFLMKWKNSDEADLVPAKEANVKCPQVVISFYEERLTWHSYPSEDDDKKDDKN
#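 Compound inhibition of the preformed complex between 50 nM HP1-beta and 50 nM biotinylated H3K9me3 peptide was read by AlphaScreen. Buffer was PBS pH 7.4 with 0.01% Tween-20. Incubations ran 30 min at room temperature, with 10 ug/mL donor/acceptor beads.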
# GLS inhibitor: qHTS for Inhibitors of Glutaminase (GLS); Glutaminase kidney isoform, mitochondrial (Homo sapiens), O94925; GLS enzymatic activity, qHTS titration; Potency, µM (doses to about 45.5 µM), without a hit: at the highest dose activity change, negative = inhibition, most hits filed as inhibitors; 410,000 compounds, 0.21% hits; note: % is set by controls: 0 for no effect and ±100 for the full control effect
# Target sequence (O94925 whole entry, looked up, canonical isoform): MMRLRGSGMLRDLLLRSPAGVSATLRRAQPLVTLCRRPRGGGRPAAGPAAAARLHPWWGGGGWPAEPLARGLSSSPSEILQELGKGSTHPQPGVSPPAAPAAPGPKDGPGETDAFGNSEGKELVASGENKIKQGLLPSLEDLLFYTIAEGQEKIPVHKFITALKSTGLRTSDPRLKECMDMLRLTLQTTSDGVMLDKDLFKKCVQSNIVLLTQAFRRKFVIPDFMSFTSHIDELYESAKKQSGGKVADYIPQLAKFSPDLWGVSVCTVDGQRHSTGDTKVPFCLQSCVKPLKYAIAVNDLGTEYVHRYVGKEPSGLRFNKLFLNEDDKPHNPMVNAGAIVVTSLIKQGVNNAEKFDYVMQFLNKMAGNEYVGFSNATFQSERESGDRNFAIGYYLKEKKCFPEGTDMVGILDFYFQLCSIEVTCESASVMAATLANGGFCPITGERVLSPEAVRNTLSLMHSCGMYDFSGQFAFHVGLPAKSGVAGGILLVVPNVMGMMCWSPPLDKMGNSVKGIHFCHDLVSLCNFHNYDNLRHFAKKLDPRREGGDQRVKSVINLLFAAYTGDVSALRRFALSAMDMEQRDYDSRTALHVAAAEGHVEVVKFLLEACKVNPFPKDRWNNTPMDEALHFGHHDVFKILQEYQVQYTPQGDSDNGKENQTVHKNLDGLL
#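 Two-point fluorescence kinetic (t0, 30 min RT) for hKGA; glutamate detected via glutamate oxidase–HRP–Amplex Red. Substrate: 1 mM L-glutamine solution; buffer 45 mM KH2PO4, pH 8.2.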
# Pin1 inh: qHTS Assay to Find Inhibitors of Pin1 | Peptidyl-prolyl cis-trans isomerase NIMA-interacting 1 (Homo sapiens), Q13526 | Pin1 FP peptide displacement, HiFluor488, 10 min | Potency, µM (highest dose often 115 µM), without a hit: top-dose activity, negative = inhibition, most hits filed as inhibitors | 390,000 compounds, 0.009% hits; active = well fitted inhibition curve with a large enough effect in the polarisation, with a control signal flat, not every such curve was filed as active; inconclusive = small, poorly fitted or top-dose-only effect, or effect the other way, or a change in a side signal; inactive = no such curve, though single readings can be large or run the other way; the % refers to the polarisation; note: % is set by controls: 0 for no effect and ±100 for the full control effect
# Target sequence (Q13526 whole entry, looked up): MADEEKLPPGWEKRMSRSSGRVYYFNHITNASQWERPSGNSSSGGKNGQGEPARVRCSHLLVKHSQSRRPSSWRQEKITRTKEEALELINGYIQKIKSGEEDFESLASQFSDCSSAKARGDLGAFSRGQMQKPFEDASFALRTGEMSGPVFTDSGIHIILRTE
# JMJD2A Tudor inh: qHTS Assay for Inhibitors of JMJD2A-Tudor Domain; Lysine-specific demethylase 4A (Homo sapiens), O75164; AlphaScreen JMJD2A-Tudor / H3K4me3 peptide binding; Potency, µM (doses to about 114 µM), inactives show at the highest dose activity change, negative = inhibition, hits mostly inhibitors; 390,000 compounds, 4.4% hits; AID 504339, 2011; note: % is set by controls: 0 for no effect and ±100 for the full control effect; nearly all actives have a fitted effect of over 50% in size
# PGK inhibitor: qHTS Assay to Find Inhibitors of Phosphoglycerate Kinase | Potency, µM (highest dose often 57.5 µM), without a hit: at the top dose activity change, negative = inhibition, most hits filed as inhibitors | AID 602233, 2012 | 380,000 compounds, 0.043% hits | PGK/GAPDH coupled, Kinase-Glo luminescence, 60 min | Phosphoglycerate kinase, glycosomal (Trypanosoma brucei brucei), P07378; note: % is set by controls: 0 for no effect and ±100 for the full control effect; nearly all actives have a fitted effect of over 60% in size
#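 Recombinant glycosomal PGK reaction used 1,3-bisphosphoglycerate generated in-well by GAPDH (100nM final) in 100mM TEA pH 7.6, 5mM MgCl2, 0.01% Tween-20. After 60 minutes at room temperature, ATP was read by Kinase-Glo Plus luminescence end-point.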
# G9a inh: qHTS Assay for Inhibitors of Histone Lysine Methyltransferase G9a. Histone-lysine N-methyltransferase EHMT2 (Homo sapiens), Q96KQ7. G9a H3K9 monomethylation, AlphaScreen, 2 h. Potency, µM (top dose mostly 102 µM), inactives show at the highest dose activity, negative = inhibition, usual class: inhibitors. 350,000 compounds, 8.8% hits; note: % is set by controls: 0 for no effect and ±100 for the full control effect; nearly all actives have a fitted effect of over 75% in size
#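 Quantitative HTS format: methyltransferase activity on a biotin-tagged H3K9 peptide is measured by AlphaScreen, using a rabbit anti-monomethyl-H3K9 antibody with streptavidin donor and anti-IgG acceptor beads. Final levels are 20 nM enzyme, 500 nM peptide, 20 uM SAM; 2 h RT.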
# BAZ2B block: qHTS Assay for Inhibitors of BAZ2B; Bromodomain adjacent to zinc finger domain protein 2B (Homo sapiens), Q9UIF8; AlphaScreen BAZ2B-H3K14Ac peptide displacement; Potency, µM (doses to about 114 µM), for the others: at the highest dose activity change, negative = inhibition, actives largely listed as inhibitors; 360,000 compounds, 4.4% hits; note: % is set by controls: 0 for no effect and ±100 for the full control effect; nearly all actives have a fitted effect of over 60% in size
#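 Compounds, titrated to a top concentration of 110 uM, were incubated 30 min at room temperature with preformed BAZ2B/acetyl-K14 H3 peptide complex (50 nM each). Proximity signal was measured by AlphaScreen after 20 min with beads.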
# Active calls of the source: *; i = inactive; ? = inconclusive; / = no result given; & = joins results of further samples; [ ] = another dose, or the depositor's remark. Unless noted, calls come from the whole dose curve; as a rule, active = well fitted curve in the direction sought with a large enough effect; inconclusive = small, poorly fitted or top-dose-only effect, or another doubt; inactive = no such curve, though single readings can be large; an effect the other way counts as inactive or inconclusive. Potency is the fitted concentration of half-maximal effect.
SMILES,Pol iota inh,BLM helicase inh,HP1b binding inh,GLS inhibitor,Pin1 inh,JMJD2A Tudor inh,PGK inhibitor,G9a inh,BAZ2B block
O=S(=O)(NCCc1csc2nc(-c3ccc(Cl)cc3)nn12)c1cccs1,7%,-6%,15%,?,21%,-16%,i,-3%[59 µM],-13%
Cc1c(C)n(CCCN(C)C)c2ncnc(NC3CCCCC3)c12,22%,-9%,-6%,16%,6%,-35%,7%,?,?
COCCCN1CN(Cc2ccccc2)CNC1=S,22%,3%,47%[activator],-2%,-2%,-6%,-2%,17%[59 µM],-6%
CCC(C)NC(=O)Cc1c(OC)ccc2cc(Br)ccc12 (stereo unspecified),21%,0%,26%,2%,-6%,-7%,i,2%,-10%
CCSc1nc(=O)n(-c2ccccc2)c(C)c1C(C)=S,-2%,4%,29%,9%,-2%,-2%[57.1 µM],-6%,1%[59 µM],3%
O=C(NNc1c(Cl)cc(Cl)cc1Cl)C1CCC1,-4%,1%,38%,16%,5%,0%,-10%,-3%[59 µM],-5%
CC(C)C(=O)N1CCN(CCN=CC2=C(O)CC(c3ccco3)CC2=O)CC1 (stereo unspecified),-12%&2%,2%,29%&28%,-1%&3%,-4%&3%,-8%,-1%&-11%,50µM*,7%
CC(C)Cc1ccc(S(=O)(=O)Nc2ccccn2)cc1,6%,-2%,47%[activator],-13%,-1%,-12%,-1%,16%,-21%
O=C(NCCc1ccccc1)C1CCN(Cc2ccccc2F)CC1,13%,-6%,25µM*,5%,-1%,2.5µM*,-4%,7.9µM*,56µM*
Cc1cccc(NC(=O)CSc2nnc(-c3ccccc3Br)o2)c1C,-9%,-2%,38%,2%,-4%,-16%,-7%,-14%,1%
Cc1cc(S(=O)(=O)N2CCCC(N(C)CCc3ccccn3)C2)c(C)cc1Cl (stereo unspecified),21%,-1%,34%,15%,-6%,-5%,i,/,-36%
Cc1nnc(SCC(=O)N(CC(C)C)c2c(N)n(CC(C)C)c(=O)[nH]c2=O)n1-c1ccccc1,16%,0%,73%[activator],-4%,-4%,-10%,i,?,-17%
COc1ccc(OC)c2sc(N3CCN(C(=O)c4ccco4)CC3)nc12,50%[activator],-1%,6%,8%,1%,-19%,11%,7%[59 µM],-18%
COC(=O)c1sccc1N/N=C/c1ccc(OC)c(OC)c1OC,87%[activator],-7%,77%[activator],?,-5%,84%[activator],-6%,42%[59 µM],74%[activator]
CCCCOc1ccccc1NC(=O)CC1Sc2ccccc2NC1=O (stereo unspecified),2%,1%,36%,-7%,-2%,-1%,-7%,15%[59 µM],4%
COc1ccc2c(c1)cc1n2CCN2CCCN=C12,8%,90%[activator],17%,7%,-2%,-6%,/,-34%[12.7 µM],-1%
Cc1ccc(NC(=O)COC(=O)c2nn(C)cc2Cl)cc1,62%[activator],-3%,-13%,?,0%,-15%,-7%,4%,-6%
CCOC(=O)Cn1c(C)cc(=O)c2ccccc21,7%,-5%,36%,-7%,1%,10%,-4%,-10%[59 µM],1%[57.1 µM]
O=C1CC2(CCN(C(=O)c3ccc(Cl)cc3)CC2)Oc2ccccc21,7%,/,47%[activator],-13%,-1%,1%,4%,2%[0.501 µM],12%
COc1c(OC(C)=O)c(=O)n2c3ccccc3c3ccnc1c32,4%,/,22%,23%,-11%,-14%,-4%,21%[12.7 µM],5%
O=C(O)c1[nH]c2ccc(Cl)cc2c1CC(=O)N1CCN(C(=O)c2ccco2)CC1,?,-4%,8%,5%,?,-31%,-15%,?,-3%
CCc1nc(SCC(=O)NC2CCCC2)c2oc3ccccc3c2n1,32%,0%,-2%,-1%,-1%,?,-10%,18%,-15%
Cc1ccc(-c2nc3[nH]c(=O)cc(NC(=O)C(C)C)n3n2)cc1,1%,-1%,-7%,25%,-3%,-5%[11.4 µM],-4%,/,-1%
O=C(/C=N/O)NCc1ccncc1,18%,2%,41%[activator],-13%,-1%,0%,3%,2%[12.7 µM],-4%
COc1cccc(C(=O)N2CCC(n3nccc3NC(=O)C3CCOC3)CC2)c1 (stereo unspecified),5%,-2%,25%,10%,4%,-3%,8%,-5%[0.501 µM],-4%

# Next section, starting with the last 3 of the part before.
SMILES,Pol iota inh,BLM helicase inh,HP1b binding inh,GLS inhibitor,Pin1 inh,JMJD2A Tudor inh,PGK inhibitor,G9a inh,BAZ2B block
Cc1ccc(-c2nc3[nH]c(=O)cc(NC(=O)C(C)C)n3n2)cc1,1%,-1%,-7%,25%,-3%,-5%[11.4 µM],-4%,/,-1%
O=C(/C=N/O)NCc1ccncc1,18%,2%,41%[activator],-13%,-1%,0%,3%,2%[12.7 µM],-4%
COc1cccc(C(=O)N2CCC(n3nccc3NC(=O)C3CCOC3)CC2)c1 (stereo unspecified),5%,-2%,25%,10%,4%,-3%,8%,-5%[0.501 µM],-4%
O=C(CCS(=O)(=O)c1ccc(Cl)cc1)OCC(=O)N1CCCCC1,-5%,-3%,36%,-2%,4%,3%,2%,-29%[12.7 µM],-21%
N#Cc1c(C#N)c(-c2ccccc2)n(-c2ccccc2)c1N,1%,-7%,15%,5%,-2%,-14%,-3%,?,-11%
CCCCn1c(N)c(N(CC(C)C)C(=O)c2oc3c(Cl)cccc3c2C)c(=O)[nH]c1=O,43%[activator],/,9%,2%,-1%,-15%,3%,-3%[0.501 µM],4%
CCN(CC)C(=O)CN(C)S(=O)(=O)c1cccc2nsnc12,6%,-2%,30%,-5%,-1%,-10%,-1%,-2%[59 µM],2%
COc1ccc(C(=O)C(C)OC(=O)CCN2C(=O)C3CC=CCC3C2=O)cc1 (stereo unspecified),-18%,/,24%,4%,-11%,-5%,i,7.9µM*,18%
CCOC(=O)N1CC(=O)Nc2ccc(Br)cc2C1c1ccccc1 (stereo unspecified),14%,-3%,40%[activator],-11%,?,-15%,-3%,5%,-10%
Cc1cc(C)c(NC(=O)c2ccc3nccnc3c2)c(C)c1,?,/,35%,-10%,-7%,-15%,-8%,-6%,11%
Cc1ccc(SCCNC(=O)c2ccc(CN3CCOCC3)cc2)cc1,0%,-2%,18%,-3%,5%,-5%,-4%,-29%,-21%
CCOc1ccccc1C(C(=O)NC1CCCCC1)N(C(=O)c1csnn1)C1CC1 (stereo unspecified),15%,-2%,22%,-10%,0%,-13%,-10%,3%,6%
O=C(CCN1C(=O)/C(=C/c2ccco2)SC1=S)Nc1ccc(O)cc1C(=O)O,4.5µM*,29%,18µM*,37%[activator],?,28µM*,?,28µM*,50µM*
CCCCOc1ccc(OCCCC)c2c1NC1(N2)C(=O)N(C(C)=O)c2ccccc21,9%,1%,39%[activator],7%,-6%,-12%,-4%,19%[12.7 µM],-27%
CC1(c2nnc(-c3ccc(Cl)cc3)o2)CC(c2cccc(Cl)c2)=NO1 (stereo unspecified),26%,-11%,50%[activator],5%,-1%,18%,i,-1%[59 µM],1%
CCOC(=O)N1CCC(NC(=O)c2ccc3c(c2)N(Cc2ccccc2C)C(=O)c2ccccc2S3=O)CC1 (stereo unspecified),5%,-5%,7%,2%,-1%,-28%,-6%,2%[59 µM],-20%
O=C(Cn1cccc1)NC1CCCCCC1,19%,-2%,27%,-13%,-4%,-28%,i,-7%,-9%
COc1cc(CN2CCN(Cc3ccco3)CC2)cc(OC)c1,47%[activator],2%,?,12%,/,0.79µM*,-6%,8.9µM*,25µM*
O=C(CCc1nc2ccccc2c(=O)[nH]1)Nc1cccc(S(=O)(=O)N2CCCCC2)c1,33%[activator],/,-3%,1%,0%,-30%,0%,?,6%
c1ccc(-c2ccnc3nc(N4CCN(c5ccccc5)CC4)nn23)cc1,0%,-4%,13%,27%,20%,-27%,i,54%[activator][59 µM],-35%
Cc1cccc(-n2c(SCc3ccc(C#N)cc3)nnc2-c2c[nH]c3ccccc23)c1,-15%,-10%,22%,3%,1%,-20%,-4%,?,-22%
COCCNC(=O)Cn1cnc2c(cnn2-c2ccc(OC)cc2)c1=O,-27%,-4%,69%[activator],-7%,2%,0%,/,16%,-4%
CN(C(=O)COC(=O)/C=C/c1ccc2c(c1)OCO2)c1c(N)n(Cc2ccccc2)c(=O)[nH]c1=O,-3%,/,18%,-3%,?,-6%,-2%,16%[0.501 µM],4%
O=C(NCc1cccs1)c1cc(S(=O)(=O)N2CCOCC2)c(Cl)cc1Cl,10%,0%,21%,0%,-2%,-24%,-1%,7%,-7%
CCCc1cc(=O)oc2cc(OCc3cccc(OC)c3)c(Cl)cc12,19%,-2%,43%[activator],-4%,-5%,0%,i,?,4%
Cc1ccc(NC(=O)CN(C)C(=O)CSc2ccccc2F)cc1,32%[activator],/,34%,-14%,6%,-7%,-7%,/,/
Cc1cc(C)n(-c2ccc(C(=O)NC3=NCCS3)cc2)n1,5%,-4%,18%,0%,-5%,?,-3%,?,-4%
CCCCNC(=O)c1cccnc1SCC(=O)Nc1ccccc1OC,30%[activator],3%,40%[activator],-2%,1%,0%,2%,-2%,2%
CC(C)N(C(=O)Cn1c(SCC(=O)NCc2ccc3c(c2)OCO3)nc2ccccc21)C(C)C,-6%,5%,24%,-16%,8%,-2%[57.1 µM],i,7%[59 µM],-2%
CC1=C(C(=O)Nc2cc(Cl)ccc2C)C2(CCCCC2)OC1=O,-7%,-7%,36%,-7%,-4%,-7%,/,11%[59 µM],-2%
CC(OC(=O)c1ccc(Cl)cc1)C(=O)NCC1CCCCC1 (stereo unspecified),8%,/,41%[activator],-5%,-2%,-12%,-8%,12%[59 µM],-4%

# Not all compounds are listed; count on the stated rates, not on these rows.
